Screening data deposited in PubChem BioAssay by National Center for Advancing Translational Sciences (NCATS).
D2 potentiator: D2 dopamine receptor (human) potentiation | HEK293 T-REx D2, calcium flux, EC20 dopamine potentiation | potentiation, % at 10 µM | 340,000 compounds, 0.34% hits;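 active means potentiation over 3 SD above the plate norm, cut at about 30% in these data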; further: 0% is about no effect
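Cells plated with tetracycline inducer and held overnight at 30 C; calcium dye loaded 30–90 min at room temperature; baseline taken, compound added and read 180 s; EC20 dopamine then added and read 180 s.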
D2 antag: D2 dopamine receptor (human) antagonism; HEK293 TREx D2 cells, calcium flux, dopamine EC80; inhibition, % at 10 µM; 340,000 compounds, 2% hits; AID 485344; in the data active means inhibition above about 30%; further: 0% is about no effect
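Calcium mobilization kinetics were recorded at 1 s intervals in tetracycline-induced HEK293 T-REx D2 cells, first for 180 s after compound addition and then 180 s after EC80 dopamine.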
D1 agonist: activates the human D1 dopamine receptor; P21728; HEK293 T-REx D1 cells, calcium flux, agonist mode; activation, % at 2 µM; 360,000 compounds, 1% hits; AID 504660; in the data active means activation above about 30%; further: 0% is about no effect
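Agonism was scored from calcium flux recorded over 180 s (1 read/s) after pintool compound addition, following a 10-cycle baseline. Cells were inducible force-coupled HEK293 TREx D1, plated overnight at 30 C and loaded with no-wash calcium dye.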
RXFP1 agonist: RXFP1 (human) receptor agonism | HEK293T-RXFP1 cAMP TR-FRET, 30 min; response scale: percent of porcine relaxin response, buffer zero | 370,000 compounds, 0.3% hits | Potency, µM (doses to about 57.5 µM), inactives show top-dose activation, hits mostly activators | Q9HBX9; active means well fitted activation curve with a large enough effect; inconclusive means small, poorly fitted or top-dose-only effect; further: potency means the concentration at half of the fitted maximal effect; on the % scale 0 is the no-effect control and ±100 the full control effect; nearly all actives have a fitted effect of over 60% in size; many of its hits are not listed in these tables
Target sequence (Q9HBX9 whole entry, looked up): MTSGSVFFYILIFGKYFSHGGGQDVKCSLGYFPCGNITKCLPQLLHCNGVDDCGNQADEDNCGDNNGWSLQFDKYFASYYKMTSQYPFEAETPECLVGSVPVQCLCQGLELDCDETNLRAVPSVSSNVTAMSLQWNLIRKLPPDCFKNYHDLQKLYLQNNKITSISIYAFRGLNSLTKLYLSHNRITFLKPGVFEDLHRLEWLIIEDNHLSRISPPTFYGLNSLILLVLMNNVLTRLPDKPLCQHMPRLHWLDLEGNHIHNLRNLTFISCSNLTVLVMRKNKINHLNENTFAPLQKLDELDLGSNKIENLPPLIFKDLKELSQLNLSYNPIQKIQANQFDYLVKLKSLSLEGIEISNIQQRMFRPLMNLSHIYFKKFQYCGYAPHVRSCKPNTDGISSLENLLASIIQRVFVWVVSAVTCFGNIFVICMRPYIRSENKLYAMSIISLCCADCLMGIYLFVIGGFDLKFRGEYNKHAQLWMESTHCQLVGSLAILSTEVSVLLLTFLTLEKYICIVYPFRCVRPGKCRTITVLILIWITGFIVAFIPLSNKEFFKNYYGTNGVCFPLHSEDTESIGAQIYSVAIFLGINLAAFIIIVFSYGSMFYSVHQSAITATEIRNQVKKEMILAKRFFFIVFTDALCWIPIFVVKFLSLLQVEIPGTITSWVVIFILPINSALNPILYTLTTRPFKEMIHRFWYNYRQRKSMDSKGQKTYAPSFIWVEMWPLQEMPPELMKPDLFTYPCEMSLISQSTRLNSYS
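HEK293T cells stably expressing RXFP1 were pretreated with the PDE4 inhibitor Ro 20174, exposed to compounds for 30 min at 37C, lysed, and cAMP was read by TR-FRET. Data normalized to buffer (basal) and 29 nM porcine relaxin (100%).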
TRHR PAM: allosterically enhances the human TRH receptor; TRHR cells, fluo-8 calcium fluorescence, EC20 TRH enhancement; enhancement, % at 2 µM; 360,000 compounds, 0.66% hits; in the data active means enhancement above about 30%; further: 0% is about no effect
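TRHR-expressing cells loaded with fluo-8 calcium dye were read kinetically (ex 480/em 530) during compound addition, then stimulated with an EC20 of TRH (10 nM final). Enhancement of the Gq-mediated intracellular calcium response was scored.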
RXFP1 antagonist: antagonists of human relaxin receptor RXFP1; Q9HBX9; HEK293-RXFP1, relaxin-stimulated cAMP HTRF, 30 min; active compounds read low; activity change, negative = inhibition, % at 57.5 µM; 350,000 compounds, 0.59% hits;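 active means activity change of -60% or lower, but not beyond a set lower limit; inconclusive means change between -60% and -40%, or beyond the set limit; inactive means change above -40%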; further: on the % scale 0 is the no-effect control and ±100 the full control effect
D1 antagonist: antagonists of human D1 dopamine receptor. P21728. HEK293 TREx D1 cells, calcium flux, dopamine EC80; active compounds read low. activity change, negative = inhibition, % at 10 µM. 360,000 compounds, 3.2% hits. AID 504652; in the data active means activity change below about -30%; further: on the % scale 0 is the no-effect control and ±100 the full control effect
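Using tetracycline-induced force-coupled D1 Hek293 cells and a calcium dye, signals were followed for 180 s after compound, then for 180 s after EC80 dopamine, to detect inhibitors.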
D1 potentiator: enhances dopamine response at the human D1 receptor. potentiation, % at 10 µM. HEK293 TREx D1 cells, calcium flux, dopamine EC20 potentiation. 360,000 compounds, 0.036% hits. AID 504651. P21728; in the data active means potentiation above about 30%; further: 0% is about no effect
D2 ag: D2 dopamine receptor (human) agonism | AID 485358 | P14416 | 340,000 compounds, 0.53% hits | HEK293 T-REx D2 cells, calcium flux agonist mode | activation, % at 2 µM;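 active means activation over 3 SD above normal in the single-dose calcium agonist read, cut at about 30% in these data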; further: 0% is about no effect
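HEK293 Trex D2 cells, tetracycline-induced, o/n 30 C 5% CO2; no-wash Ca dye, RT 30–90 min; 10-cycle baseline, 23 nl cpd added, kinetic Ca read 180 s; agonist hits = positive Ca response.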
* = called active by the depositor; ? = inconclusive; · = no result given.

compound,D2 potentiator,D2 antag,D1 agonist,RXFP1 agonist,TRHR PAM,RXFP1 antagonist,D1 antagonist,D1 potentiator,D2 ag
COC(=O)C1=C(C)NC(=S)N(C(C)=O)C1c1ccccc1 (configuration not stated),0,-7,1,-0.4%,-1,-2,-4,-6,-0.1
N#C/C(=C\c1c(Oc2ccccc2Cl)nc2ccccn2c1=O)C(=O)NC1CCS(=O)(=O)C1 (configuration not stated),-4,6,-1,11%,-3,-1,-5,-5,2.1
COc1ccc(NS(=O)(=O)c2cc(Cl)ccc2Cl)cc1S(=O)(=O)N1CCCCC1,7,-6,0,2.7%,0,-1,-3,4,-2.0
NC(=O)CC[C@@H]1NC(=O)[C@H](CO)NC(=O)c2cc([N+](=O)[O-])cc(I)c2NCC[C@@H](C(N)=O)NC(=O)[C@H](Cc2ccc(O)cc2)NC1=O,·,·,-2,0.4%,-3,·,-4,-1,·
Cc1cccc(OCc2nnc3n2CCCCC3)c1,0,-8,0,-0.2%,-4,-8,8,-4,0.1
COc1cc2c(c(OC)c1)C(c1cc(OC)c(OC)c(OC)c1)CC(=O)N2 (configuration not stated),1,·,2,3.5%,5,·,-5,-1,-0.1
Cc1nn(-c2ccccc2)c2c1C1(C(=O)N(C)c3ccccc31)C(C#N)=C(N)O2 (configuration not stated),-5,-3,-1,1.8%,9,30,-8,-5,-0.6
Cc1ccc(-c2nn[nH]n2)cc1,7,-6,3,0.4%,-2,14,-6,-3,0.8
Nc1ccc(OCc2ccccc2)cc1,1,-1,2,-1.3%,-6,·,8,0,-0.3
Cc1ccc(S(=O)(=O)CCSc2ccc(C(F)(F)F)cn2)cc1,-4,-8,1,5.4%,1,0,-12,-5,3.5
Cc1ccc(-c2noc(CN(C)C(=O)c3ccc(Br)o3)n2)cc1,-11,-14,4,-0.1%,-5,-5,-12,1,2.1
COc1cc2cc(C(=O)N3CCN(Cc4ccc5c(c4)OCO5)CC3)c(=O)oc2cc1OC,-5,-2,3,8.5%,-7,4,-8,7,1.1
O=C(CSc1ncnc2sccc12)NCc1ccc2c(c1)OCO2,15,-21,0,6.2%,-2,8,17,1,0.1
CCN(CC)c1ccc(C2C(C(=O)OCCOC)=C(C)NC3=C2C(=O)CC(C)(C)C3)cc1 (configuration not stated),-5,-6,2,-0.8%,-4,-2,-13,-4,1.3
Cn1c(=O)cc(SCC(=O)Nc2ccc3c(c2)OCO3)c2ccccc21,-6,-18,0,4.9%,-4,22,13,1,0.1
CC(C)Cc1nn2cc(-c3cccc(Br)c3)nc2s1,19,·,4,-0.3%,2,·,4,5,-0.1
Cc1nc(COc2ccc(C(=O)Nc3ccccc3N3CCOCC3)cc2)cs1,3,-6,4,2.3%,7,-11,-27,·,-3.5
O=C(Cc1ccc(S(=O)(=O)N2CCOCC2)s1)NCC1CCCCC1,-3,6,1,0.5%,2,5,19,-4,0.0
COc1ccc(NC(=O)CSc2nncc(=O)n2N)cc1OC,·,·,3,-0.1%,1,-6,12,-2,·
CCCC(=O)Nc1ccccc1NC(=O)C1CCCCC1,0,0,6,0.8%,-6,-9,9,3,-0.1

Results in D2 antag and RXFP1 agonist, for some of the entries so far:
smiles	D2 antag	RXFP1 agonist
CC(C)Cc1nn2cc(-c3cccc(Br)c3)nc2s1	·	-0.3%
O=C(CSc1ncnc2sccc12)NCc1ccc2c(c1)OCO2	-21	6.2%
Cc1nc(COc2ccc(C(=O)Nc3ccccc3N3CCOCC3)cc2)cs1	-6	2.3%

Next part
compound,D2 potentiator,D2 antag,D1 agonist,RXFP1 agonist,TRHR PAM,RXFP1 antagonist,D1 antagonist,D1 potentiator,D2 ag
Cn1c(N)c(-c2nc3cccnc3n2C)sc1=S,-18,14,2,-0.5%,-1,4,3,-1,-0.1
Cc1ccc(S(=O)(=O)N(C)C)cc1NC(=O)COC(=O)CNC(=O)c1cccs1,8,-10,1,2.4%,25,-23,13,-2,-0.4
CCN(CC)S(=O)(=O)c1cccc(C(=O)OC2CC(C)OC2=O)c1 (configuration not stated),2,20,1,4.1%,1,-13,7,-3,0.4
O=C(CSc1nc2ccccc2o1)Nc1ccccc1,-1,-12,3,-0.4%,-1,15,-37*,-8,-0.7
CCCSCCCNC(=O)Cn1nc(CC)n2c(cc3c(OC)cccc32)c1=O,-9,-11,0,5.4%,-3,5,6,-4,40*
COC(=O)c1ccc(C(=O)OC)c(NC(=O)C2CC2)c1,30,-2,2,1.7%,-4,5,-7,-1,1.1
CC1CC(NC(=O)c2cnc3n(c2=O)CCS3)CC(C)(C)C1 (configuration not stated),0,-16,0,0.2%,-3,0,4,-5,0.9
Cn1cc(S(=O)(=O)c2ccccc2)c(=O)c2cc(F)c(N3CCN(c4ccccc4)CC3)cc21,4,·,2,7.2%,4,-20,-3,-2,-2.9
CC(C)N(CCNS(=O)(=O)c1ccc(Cl)cc1)C(C)C,-5,-4,2,-1.5%,6,-13,-11,-2,0.1
Cc1ccc(NC(=O)CCc2ccc(C)o2)c(Br)c1,-1,-8,-2,3.0%,-4,-12,-19,2,-1.1
CCOC(=O)C1(Cc2cccc(OC)c2)CCN(Cc2ccccc2)CC1,6,-9,4,-4.2%,0,?,4,-2,0.4
Cc1cccc(N2Cc3ccccc3C2=NC(=O)c2ccc(Cl)nc2)c1,6,-4,1,-1.3%,3,-28,-17,-4,0.9
O=C(CSc1nnc(-c2cc3ccccc3cc2O)n1Cc1ccco1)c1ccc(F)cc1,9,-2,1,1.1%,-4,-1,-4,0,0.1
O=C(O)CCCC(=O)N1CCN(c2nc(-c3ccccc3Cl)c3cc(Br)ccc3n2)CC1,4,-17,2,?,2,9,7,6,-0.1
COC(=O)CSc1nc2cc(C)cc(C)c2cc1C#N,-1,-6,19,2.7%,9,2,-8,-4,3.6
CCCCOc1cccc(C(=O)NC(=S)Nc2cccc(NC(=O)c3ccccc3Cl)c2)c1,-7,-5,5,1.0%,-5,-8,-4,1,1.1
O=C1CC(c2ccccc2)Cc2nc(NCc3ccco3)ncc21 (configuration not stated),3,6,2,-0.4%,15,0,11,2,0.4
COc1cc(NC(=O)c2cc(C3CC3)nc3c2c(C)nn3-c2ccc(C)cc2)cc(OC)c1,0,·,4,-1.9%,8,0,-25,-2,-0.6
CCCCC(=O)Nc1ncc2c(n1)CC(C)(C)CC2=O,-2,10,3,2.4%,-2,4,-16,17,-0.3
CC1CCN(S(=O)(=O)c2nnc(NC(=O)COc3ccccc3F)s2)CC1,·,·,9,6.1%,-3,11,10,3,·
O=C(Nc1ccon1)c1sc2cc(Cl)ccc2c1Cl,-8,3,-1,0.3%,8,8,11,-6,0.4
Cn1c(=O)c2c(nc(SCC(=O)Nc3ccc(F)cc3)n2Cc2ccccc2)n(C)c1=O,-4,·,-1,5.8%,5,-14,6,2,-1.0
COc1cc(SC)ccc1C(=O)NCc1ccc(C)cc1,-21,-7,9,0.9%,-4,-7,-1,-6,0.5
CSc1ccc(Cn2nnc(C(=O)NCc3ccccc3)c2N)cc1,5,-21,49*,0.5%,-4,-17,-4,7,5.6
Cc1cc(N2CCN(c3ccc(C(F)(F)F)cc3[N+](=O)[O-])CC2)c2ccccc2n1,5,2,1,-1.1%,35*,-24,19,1,-0.6
CCN1CCc2nc(NC(=O)C(c3ccccc3)c3ccccc3)sc2C1,17,12,12,2.4%,10,-10,16,9,1.9
Cc1ccc(S(=O)(=O)CCC(=O)OCC(=O)NCC(=O)Nc2cccc(C)c2C)cc1,-1,-26,1,-0.3%,9,-12,1,-4,0.2
O=C(COc1ccc(F)cc1)Nc1ccc(S(=O)(=O)N(Cc2ccccc2)c2ccccc2)cc1,9,·,27,6.7%,-1,-7,-4,0,-1.6
NS(=O)(=O)c1ccc(CCNC(=O)CCCn2c(=O)[nH]c3ccc(Br)cc3c2=O)cc1,-3,15,3,3.5%,14,7,-1,-3,2.7
COCCn1nnnc1C(C(C)C)N1CCSCC1 (configuration not stated),-2,7,1,-1.3%,-2,2,-10,1,0.4
O=C(c1cccs1)N1CCC(c2ccccc2)C1 (configuration not stated),·,·,0,1.1%,2,4,-85*,-1,·
Cc1cc(C)n2c(C)nnc2c1,-5,5,-1,9.7%,12,4,16,2,1.3
COCCCn1c(=O)c2sccc2n2c(CCCC(=O)NCc3ccccc3OC)nnc12,1,4,0,18%,-1,34,-14,-12,-0.3
CCOC(=O)c1[nH]c(C)c(C(=O)OCC(=O)NCc2ccc(OC)c(OC)c2)c1C,1,2,1,3.3%,-2,4,-5,-4,0.4
COC(=O)C1=C(C)NC(=S)NC1/C=C/c1ccccc1 (configuration not stated),-4,-12,1,0.0%,-3,2,-29,-10,0.8
COc1ccc(-c2nc(CSCC(=O)N3CCN(c4cccc(C)c4C)CC3)c(C)o2)cc1OC,13,·,-1,0.3%,-1,-17,-1,-1,-1.1
O=C(Cn1c(-c2cccs2)cc2ccccc21)NCCCN1CCN(c2cccc(Cl)c2)CC1,-15,·,-2,3.3%,5,-13,9,-3,27
O=C(NCCc1ccccc1)c1ccc(OCCOc2ccccc2)cc1,5,1,2,4.8%,-1,23,7,-1,-0.6
CCc1ccccc1N(CC(=O)NCc1ccccc1)C(=O)CCC(=O)Nc1ccccn1,·,4,1,0.6%,-5,-2,17,7,-3.1
CSC1=C(C#N)C(c2ccc(C)cc2)C2=C(CCCC2=O)N1 (configuration not stated),·,-11,0,0.3%,-2,9,2,4,-0.2
Cc1ccc(C2CC(=O)n3nc(-c4cccc(C)c4)nc3S2)cc1 (configuration not stated),-6,·,-1,1.8%,2,·,-13,-4,0.2
Cc1ccc(-c2ccc(/C=C3/NC(=O)NC3=O)o2)cc1[N+](=O)[O-],-2,-10,2,-0.4%,-2,3,11,-3,0.3
COc1ccc(CCNC(=S)NC(=O)c2c(-c3ccccc3Cl)noc2C)cc1OC,12,·,5,1.4%,2,2,-2,-1,·
COc1ccc(N/C=C/C(=O)c2ccccc2)cc1,6,-1,1,-3.4%,-2,6,1,4,-0.1
COc1ccc(CCNS(=O)(=O)c2cccc3cccnc23)cc1OC,7,-10,4,0.5%,-2,-6,-29,-6,1.9
COCCCN1CN(S(=O)(=O)c2cccs2)c2nc3ccccc3nc21,6,-6,2,7.1%,-8,-20,6,-2,0.1

These rows are one share of the data; rates above refer to the full screens.
